From PubChem BioAssay
AMA1 RON2 block = qHTS for Inhibitors of AMA1-RON; Towards Development of Antimalarial Drug Lead: Primary Screen. Plasmodium falciparum AMA1 (3D7) - RON2 peptide interaction. AlphaScreen AMA1-biotinylated RON2 peptide binding. Potency, µM (series often up to 58.2 µM), for inactives: at the highest dose activity change, negative = inhibition, actives largely listed as inhibitors. 360,000 tested, 0.2% active. AID 720542, 2013;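 note: potency is the fitted concentration of half-maximal effect; 0% = vehicle wells and -100% = peptide control; nearly all actives have a fitted effect of over 45% in size; some results filed as inactive show a strong effect at the top dose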
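AMA1 (3D7) with his tag at 25 nM final met compounds first, then biotinylated RON2 peptide at 25 nM; detection used donor plus acceptor beads, 10 µg/mL apiece, read by AlphaScreen after 30 min at room temperature.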
Giardia FBPA inh = qHTS Assay for Inhibitors of Fructose-1,6-bisphosphate Aldolase from Giardia Lamblia. A8B2U2. purified Giardia FBPA. Potency, µM (doses to about 59.6 µM), without a hit: at the top dose activity, negative = inhibition, most hits filed as inhibitors. 290,000 tested, 0.71% active. AID 2451, 2010; note: potency is the fitted concentration of half-maximal effect; nearly all actives have a fitted effect of over 55% in size
Target sequence (A8B2U2 whole entry, looked up): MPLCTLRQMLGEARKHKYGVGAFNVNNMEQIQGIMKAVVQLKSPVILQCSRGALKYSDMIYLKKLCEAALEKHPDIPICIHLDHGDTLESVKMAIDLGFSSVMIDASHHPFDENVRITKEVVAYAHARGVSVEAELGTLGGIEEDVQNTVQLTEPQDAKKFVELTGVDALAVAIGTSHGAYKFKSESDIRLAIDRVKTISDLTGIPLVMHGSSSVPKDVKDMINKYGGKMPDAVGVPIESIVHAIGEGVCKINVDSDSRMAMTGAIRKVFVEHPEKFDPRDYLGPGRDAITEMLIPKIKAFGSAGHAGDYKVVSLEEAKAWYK
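40 nM FBPA preincubated 10 min at RT with compound (up to 57.5 uM final), then substrate plus GAPDH/TPI/NAD/arsenate coupling and diaphorase/resazurin added. Fluorescence read after 20 min at RT, 525/598 nm.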
AmpC inh detg = qHTS Inhibitors of AmpC Beta-Lactamase (assay with detergent) | P00811 | AmpC hydrolysis of nitrocefin, absorbance 480 nm, 0.01% Triton | Potency, µM (highest dose often 114 µM), without a hit: top-dose activity change, negative = inhibition, actives largely listed as inhibitors | 370,000 tested, 0.041% active;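 note: potency is the fitted concentration of half-maximal effect; 0% = no-compound wells and -100% = no-enzyme wells; nearly all actives have a fitted effect of over 25% in size; some results filed as inactive show a strong effect at the top dose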
Target sequence (P00811 whole entry, looked up): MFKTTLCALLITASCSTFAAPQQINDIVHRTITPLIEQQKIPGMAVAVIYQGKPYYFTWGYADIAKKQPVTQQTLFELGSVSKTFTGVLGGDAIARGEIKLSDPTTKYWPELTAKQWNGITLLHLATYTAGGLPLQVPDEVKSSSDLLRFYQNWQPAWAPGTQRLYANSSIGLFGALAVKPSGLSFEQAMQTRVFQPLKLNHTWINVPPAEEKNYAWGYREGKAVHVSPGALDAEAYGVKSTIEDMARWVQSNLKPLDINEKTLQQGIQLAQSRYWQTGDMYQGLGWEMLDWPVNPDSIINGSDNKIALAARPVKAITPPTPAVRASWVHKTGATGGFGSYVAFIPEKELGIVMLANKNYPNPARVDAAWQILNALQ
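20 mM phosphate pH 7.0 + 0.01% (detergent screen) or 0.0001% Triton X-100; 5.3 nM AmpC reagent; cpd preinc 15 min RT; nitrocefin (800 uM stock) to start; A480 q20 s × 4 min; Activity was normalised to no-enzyme and no-compound control wells.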
HCV inhibitor = qHTS Assay for Inhibitors of Hepatitis C Virus (HCV) | Huh7.5.1 HCVcc-Cre infection, luciferase reporter, 44 h | Potency, µM (doses to about 41.8 µM), for the others: top-dose activity change, negative = inhibition, actives largely listed as inhibitors | 340,000 tested, 3.4% active; note: potency is the fitted concentration of half-maximal effect
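Cells (1,000/well) were plated 4 h before compound, then infected with HCVcc-Cre virus (~0.5 moi). After 44 h further culture, infection was read as luciferase luminescence following a 15 min substrate incubation at room temperature.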
Sm TGR inh = qHTS Assay for the Inhibitors of Schistosoma Mansoni Peroxiredoxins. purified TGR, DTNB reduction, TNB absorbance 405 nm. Schistosoma mansoni thioredoxin glutathione reductase (TGR), Q962Y6. Potency, µM (series often up to 114 µM), for the others: top-dose activity change, negative = inhibition, most hits filed as inhibitors. 360,000 tested, 3% active; note: potency is the fitted concentration of half-maximal effect; nearly all actives have a fitted effect of over 60% in size
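First, TGR (20 nM dispensed) and NADPH were mixed with compound. Second, a 15 min room-temperature incubation followed. Third, further NADPH and then DTNB were added to start the reaction. Finally, TNB absorbance was monitored kinetically.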
HCMV inh = qHTS Assay for inhibitors of the human cytomegalovirus (HCMV) | HFF cells, HCMV-luciferase reporter, 72 h; active compounds read low | activity change, negative = inhibition, % at 57.5 µM | 410,000 tested, 4.5% active; in the data active = activity change below about -60%; inconclusive = no clear call, values can overlap the other calls; inactive = above about -39%
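Compounds were evaluated in HFFs infected with an HCMV luciferase reporter virus (MOI 1 PFU/cell). Luciferase in lysates collected 72 h post infection served as the replication measure.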
Active calls of the source: *; ? = inconclusive; / = not tested or not shown; + = active, no number; [ ] = dose if it differs, or a comment. Unless noted, calls come from the whole dose curve; as a rule, active = well fitted curve in the direction sought with a large enough effect; inconclusive = small, poorly fitted or top-dose-only effect, or another doubt; inactive = no such curve, though single readings can be large; an effect the other way counts as inactive or inconclusive. Unless noted, % is set by controls: 0 for no effect and ±100 for the full control effect.

SMILES	AMA1 RON2 block	Giardia FBPA inh	AmpC inh detg	HCV inhibitor	Sm TGR inh	HCMV inh
COc1cccc(-c2c(C(=O)N/N=C(\C)c3cccs3)nnn2-c2nonc2N)c1	29%	-14%	1%	?	8%	+
CCOc1ccccc1NC(=O)NCc1ccco1	10%	5%	-2%	?	-1%	-13
COc1ccc(N(CC(=O)Nc2cccc(C)c2)S(=O)(=O)c2c(C)n[nH]c2C)cc1	9%	-6%	2%	-3%	4%	-37
CCOC(=O)c1sc(NC(=O)c2nc(SC)ncc2Cl)c(C(=O)OCC)c1C	/	/	9%	/	-2%	6
Cc1cc(C)c(Cn2ncn(-c3ccc(Br)cc3)c2=O)c(C)c1	-12%	2%	2%	?	/	-2
NCCCC[C@@H]1NC(=O)c2cc([N+](=O)[O-])cc(F)c2NCCCC[C@@H](C(N)=O)NC(=O)CNC1=O	-4%	4%	?	0%	-4%	-26
Cc1ccc(S(=O)(=O)NCC(=O)OCC(=O)NC(=O)c2cccn2C)cc1	-9%	-11%	-6%	16%	-27%	-26
COc1ccc(C2CCCN2C(=S)Nc2ccc(C)cc2C)cc1OC (stereo not given)	-18%	0%	-7%	-24%	-2%	20
Cc1cc(NC(=O)CCC(=O)N(CC(=O)NCC2CCCO2)c2cccc(F)c2)no1 (stereo not given)	-2%	0%	?	12%	-5%	5
CCOC(=O)C1CCN(S(=O)(=O)c2ccc(OCC)cc2)CC1	0%	3%	-6%	8%	4%	-7
COc1ccccc1-c1ccc(SCc2cccc(F)c2)nn1	-19%	0%	-7%	?	-4%	30
COc1ccc(S(=O)(=O)N2CCC(C(=O)NCC3CCCCC3)CC2)cc1	10%	-2%	?	12%	-4%	-2
O=C1C2C3c4ccccc4C(c4ccccc43)C2C(=O)N1c1cccc2cccnc12 (stereo not given)	-9%	-6%	-2%	-27%	-5%	-28
COc1ccc(C2=NOC(C(=O)Nc3c(C)n(C)n(-c4ccccc4)c3=O)C2)cc1 (stereo not given)	-4%	5%	?	12%	0%	6
COc1ccc(CCNC(=O)CCCCC(=O)NCCc2ccc(OC)cc2)cc1	-3%	-2%	?	8%	-16%	-17
COc1cc(/C=N/NC(N)=S)ccc1OCC(=O)Nc1ccc(C)c(C)c1	-20%	-11%	-7%	?	26%	-7
Cc1nc(-c2ccc(S(=O)(=O)Nc3ccc(OC(F)(F)F)cc3)cc2)co1	/	/	6%	/	12%	-15
CCOC(=O)c1c(NC(=O)c2nn(CC)cc2Br)c(C#N)cn1-c1ccccc1	4%	3%	-9%	?	-3%	-9
COc1ccc(C)cc1NC(=O)CNC(c1ccccc1)c1ccc(C)cc1 (stereo not given)	-4%	3%	-5%	?	-6%	-25
COc1ccccc1CNC(=O)CSc1ncc2c(n1)-c1ccc(Cl)cc1N(Cc1ccccc1)S2(=O)=O	/	/	4%	/	10%	20
COc1ccc(/C=N/NC(=O)c2ccn[nH]2)cc1COc1ccc(Cl)cc1	108%[activator]	-1%	?	-18%	-22%	-35
O=C(O)c1c2c(nc3ccccc13)/C(=C/c1ccc(O)cc1)CCC2	8%	2%	3%	-3%	20%	?
CCc1cc2c(=O)[nH]c(COC)nc2s1	?	-1%	?	0%	3%	22
O=C(COc1ccc2ccccc2c1)N1CCN(C(=O)c2ccc([N+](=O)[O-])cc2)CC1	-23%	-6%	-10%	-21%	-9%	4
Cc1nn(-c2ccccc2)c2c1C(=O)N(Cc1ccccc1)C(=O)C(C)(C)C2	-5%	0%	?	-11%	1%	-33
Cc1ccc(CCNC(=O)CN2CCN(Cc3ccc(Cl)cc3)C2=O)cc1	/	/	8%	/	4%	-29
CCN(CC)S(=O)(=O)c1ccc(N2CCCC2)c(NS(=O)(=O)c2ccc(F)cc2)c1	-4%	1%	-3%	-23%	-8%	-3
Cc1ccc(OCCSc2nc3ccc(NC(=O)COc4ccc(C)cc4)cc3s2)cc1	/	/	33%[activator]	/	1%	8
CCOc1ccccc1-c1nnc(SCC(=O)NC2(C#N)CCCC2)o1	1%	/	-3%	-28%	-7%	-17
O=C(NC1CCCCC1)C1CC(=O)N(CCc2ccc(F)cc2)C1 (stereo not given)	3%	4%	-4%	1%	-13%	-6

Part of the list above in order of count of non-hydrogen atoms, ascending:
SMILES	AMA1 RON2 block	Giardia FBPA inh	AmpC inh detg	HCV inhibitor	Sm TGR inh	HCMV inh
O=C(NC1CCCCC1)C1CC(=O)N(CCc2ccc(F)cc2)C1 (stereo not given)	3%	4%	-4%	1%	-13%	-6
CCOc1ccccc1-c1nnc(SCC(=O)NC2(C#N)CCCC2)o1	1%	/	-3%	-28%	-7%	-17
CCN(CC)S(=O)(=O)c1ccc(N2CCCC2)c(NS(=O)(=O)c2ccc(F)cc2)c1	-4%	1%	-3%	-23%	-8%	-3

(more compounds)
SMILES	AMA1 RON2 block	Giardia FBPA inh	AmpC inh detg	HCV inhibitor	Sm TGR inh	HCMV inh
COc1ccccc1CN1CC(C(=O)NCCN(C)CCc2ccccc2)CCC1=O (stereo not given)	0%	/	1%	4%	-10%	-25
O=C(c1ccc2c3n(nc2c1)-c1ccccc1CO3)N1CCCCC1	-4%	0%	1%	?	-2%	18
CN(C)c1ccc(C(CNS(=O)(=O)c2ccc([N+](=O)[O-])cc2)N2CCOCC2)cc1 (stereo not given)	-21%	/	?	0%	3%	9
COc1cc(/C=N/S(=O)(=O)CCc2ccccc2)ccc1O	5%	-7%	-1%	5%	-5%	-22
Cc1nnc(SCc2cccc3ccccc23)n(N)c1=O	11%	1%	-5%	-1%	-7%	30
COc1ccc(-c2nc3ccccc3o2)cc1NC(=O)COc1ccc(C(C)(C)C)cc1	/	/	2%	/	8%	96
CCN(CC(=O)Nc1ccc2c(c1)OCCO2)Cc1nc2cc(Cl)ccc2c(=O)[nH]1	125%[activator][11.6 µM]	/	?	-4%	-8%	0
CSc1cccc(NC(=O)CN2C(=O)c3ccccc3S2(=O)=O)c1	-7%	-6%	4%	24%	2%	-21
COc1ccc(N2CCN(C(=O)c3cc(S(=O)(=O)N4CCCCCC4)ccc3OC)CC2)cc1	?	/	-4%	-19%	5%	-10
O=C(NCCCN1CCOCC1)c1cc2c(=O)[nH]c3ccccc3c2s1	-15%	2%	-1%	15%	-20%	78
C=CCn1c(SCC(=O)Nc2sc(C)c(C)c2C(=O)OCC)nnc1-c1sc(N)nc1C	-3%	0%	-1%	?	0%	-24
CCOc1ccc(CCNC(=O)COC(=O)C2CC2)cc1OCC	16%	/	-20%	5%	5%	-19
CC(C)C(=O)NC(C)C(c1cccs1)N1CCN(c2ccccc2)CC1 (stereo not given)	-18%	1%	1%	-6%	-23%	-9
Cc1ccc(NC(=O)COC(=O)c2ccc3c(c2)OCCO3)cc1S(=O)(=O)N1CCOCC1	1%	0%	7%	-23%	-4%	20
CC(C)CCN1C(=O)c2ccc(C(=O)Nc3cc(C(=O)O)cc(C(=O)O)c3)cc2C1=O	5%	-6%	-3%	14%	-1%	46
O=C(CSc1nc(O)c(-c2ccccc2)c(=O)[nH]1)N1CCOCC1	13%	3%	?	-3%	8%	25
CN(C(=O)C1CCCCN1S(=O)(=O)c1ccccc1)c1ccccc1 (stereo not given)	2%	/	/	-5%	/	2
COc1cc(C(=O)NCCS(=O)(=O)N2CCN(c3ccccc3)CC2)cc(OC)c1OC	/	/	24%	/	7%	39
CCN(CC)CCn1c2c(c(SCC(=O)Nc3cc(C)ccc3C)nc1=O)CCC2	4%	/	?	-19%	5%	-36
CCCNC(=O)c1ccc(N2CCC3(CC2)CC(c2cccc(Br)c2)=NO3)c(NC(=O)c2cccc(OC)c2)c1	-3%	/	?	?	4%	0
O=C(CCc1nc(-c2cccs2)no1)Nc1ccc([N+](=O)[O-])cc1	/	/	27%	/	7%	8
Cc1ccc(-n2nnc(-c3ccnc4ccccc34)n2)cc1	-2%	7%	8%	-2%	2%	56
CCOC(=O)C1(CCOC)CCN(Cc2ccc(C3CCCCO3)s2)CC1 (stereo not given)	-21%	1%	4%	-4%	16%	7
O=C(Nc1ccc(Br)cc1)c1ccc(F)c(S(=O)(=O)NCc2cccs2)c1	11%[11.6 µM]	-4%	-13%	5µM*	7%	-92*
Cc1ccc(C(=O)NCC(=O)Nc2ccc(F)c(F)c2F)cc1	10%	-6%	-2%	7%	2%	/
CC(C)CC(OC(=O)c1ccco1)C(=O)NC1CCCC1 (stereo not given)	4%	/	-9%	-17%	-6%	6
CC1(C)CC(=O)C=C(NCC(O)c2ccccc2)C1 (stereo not given)	1%	-8%	-11%	15%	1%	10
Cc1ccc(CNC(=O)Cn2nc(C)n3cccc3c2=O)cc1	/	/	30%	/	-4%	13
CCOc1ccc(-c2nc(-c3ccc(OC)cc3)no2)cc1OCC	1%	-2%	-9%	7.9µM*	4%	1
COc1ccc(C2CC(c3ccccc3)=NN2S(=O)(=O)c2ccccc2)cc1 (stereo not given)	-4%	1%	3%	13µM*	1%	-40
COc1ccc(CN2C(=O)NC(=O)/C(=C\c3cc(OC)c(OC)c(OC)c3)C2=O)cc1	3%	3%	?	0%	13µM*	-21

Profiles, quoted from the list. Values in the order: AMA1 RON2 block	Giardia FBPA inh	AmpC inh detg	HCV inhibitor	Sm TGR inh	HCMV inh
`Cc1nn(-c2ccccc2)c2c1C(=O)N(Cc1ccccc1)C(=O)C(C)(C)C2` in the list: -5%	0%	?	-11%	1%	-33
`O=C(COc1ccc2ccccc2c1)N1CCN(C(=O)c2ccc([N+](=O)[O-])cc2)CC1` in the list: -23%	-6%	-10%	-21%	-9%	4
`CN(C(=O)C1CCCCN1S(=O)(=O)c1ccccc1)c1ccccc1` (stereo not given) in the list: 2%	/	/	-5%	/	2
`CC(C)CCN1C(=O)c2ccc(C(=O)Nc3cc(C(=O)O)cc(C(=O)O)c3)cc2C1=O` in the list: 5%	-6%	-3%	14%	-1%	46
